PGC1a acetyl inh – PGC1a acetylation modulation, inhibitor mode | U2OS PGC1a acetylation, AlphaScreen anti-acetyl-lysine; with virally co-expressed GCN5 acetyltransferase | inhibition, % at 15.6 µM | AID 651687 | 0.17% of 350,000 active;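 active = every replicate shows inhibition of at least 40%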;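 note: 0% = neutral control wells and 100% = positive control wells; some results beyond the cut were filed as inactive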
S100A4 inh HTS – inhibitors of human S100A4 binding to myosin IIA peptide | inhibition, % at 10.7 µM | AID 652163 | 0.14% of 360,000 active | S100A4/TAMRA-MyoIIA peptide fluorescence polarization | P26447;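 active = mean inhibition of at least 70% across replicates, with every replicate also reaching that level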
Target sequence (P26447 whole entry, looked up): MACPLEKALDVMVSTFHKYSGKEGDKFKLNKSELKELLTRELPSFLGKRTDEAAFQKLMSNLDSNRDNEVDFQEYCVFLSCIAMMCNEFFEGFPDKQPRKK
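Test system: S100A4 monomer protein. Medium: HEPES buffer with Ca2+, pH 7.2. Reagent: fluorescent myosin IIA peptide, 5 nM. Compound dosing: single-point compound testing. Timing: 5 min between mix addition and reading. Benchmarks: DMSO neutral and TFP positive wells.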
ERAP1 HTS inh – inhibitors of human ERAP1 aminopeptidase. recombinant ERAP1, Leu-AMC fluorescence, 60 min. 0.15% of 340,000 active. inhibition, % at 10.7 µM. AID 652197. Q9NZ08;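 active = mean replicate inhibition of at least 30%, or all replicates individually reaching that 30% level; inactive = mean below 30% and not every replicate reaching it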;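 note: 0% = neutral control wells and 100% = L-leucinethiol positive control wells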
LGR2 inh – inhibitors of bursicon-induced Drosophila LGR2 receptor cAMP signaling. 0.35% of 380,000 active. HEK293 LGR2, CRE-luciferase, bursicon-stimulated, 4 h. inhibition, % at 9.99 µM. AID 720647;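 active = drop in luminescence signal, shown as inhibition above about 50% in the replicate tests, limit read from the data, passing the limit was not always enough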;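 note: agonist challenge used bursicon conditioned medium at about half maximal strength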
SIRT5 inh – sirtuin-5 (human) deacylase inhibition. Q9NXA8. Purified SirT5, succinyl-peptide AMC, trypsin-coupled fluorescence. inhibition, % at 15 µM. 1.1% of 330,000 active; in the data active = inhibition above about 15%
Target sequence (Q9NXA8 whole entry, looked up): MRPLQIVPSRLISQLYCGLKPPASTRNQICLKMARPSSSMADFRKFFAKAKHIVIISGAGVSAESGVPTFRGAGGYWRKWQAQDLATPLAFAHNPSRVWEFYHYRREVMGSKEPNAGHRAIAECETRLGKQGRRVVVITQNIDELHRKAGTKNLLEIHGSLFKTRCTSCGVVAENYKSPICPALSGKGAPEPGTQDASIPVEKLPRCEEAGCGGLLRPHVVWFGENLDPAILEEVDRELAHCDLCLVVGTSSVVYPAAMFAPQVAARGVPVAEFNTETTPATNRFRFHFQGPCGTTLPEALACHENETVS
C2C12 statin – suppression of simvastatin myotoxicity. C2C12 myotubes + simvastatin, ATP luminescence, 48 h; scaled: DMSO 0, geranylgeraniol control 100. 0.78% of 330,000 active. AID 602340. rescue of ATP level, % at 7.49 µM;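 active = mean ATP rescue above about 67%, or every replicate alone reaching that limit, limit read from the data, passing the limit was not always enough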;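 note: myotubes were challenged with 10 µM simvastatin during compound exposure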
Cneo AK release – causes C. neoformans cell lysis; adenylate kinase release luminescence, 4 h; normalised: neutral wells 0, clomiphene wells 100; lysis activity, % at 15 µM; 0.2% of 360,000 active; AID 651654;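 active = mean lysis activity across replicates of at least 80%, whatever share of replicates individually reach that level; inactive = mean lysis activity below 80%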
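Assay system: C. neoformans cells. Amount: yeast cell density of 5 × 10^6 cells/mL. Technique: AK luminescence. Buffer or medium: YPD. Times: static 4 h at 37 °C with compound, 1 h detection. Dosing: single-point compound dose. Read-out: lysis from increased AK signal.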
Xi reactivation – activators of X-chromosome reactivation in mouse fibroblasts; activation, % at 7.58 µM; 0.055% of 360,000 active; AID 743238; XiGFP mouse fibroblasts, % GFP-positive cells imaging, 3 d; cells co-treated with 5-aza-dC sensitizer; scaled so ellipticine positive control = 100%;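 active = mean normalized replicate activation at least 10% and every replicate at or above 10%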;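 note: 0% = median of on-plate neutral control wells and 100% = ellipticine 6 µM median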
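Assay system – SV40-immortalized XiGFP fibroblast cells, line 68-5-11 · Buffer or medium – DMEM supplemented with 5-aza-dC as sensitizing agent · Dosing – one concentration, pinned · Benchmarks – positive control ellipticine, 6 µM final · Times – 3 days compound exposure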
Starred values were filed as active, the others as inactive; . = no result given. The list is partial; the hit share may differ from the screen's.

Values run as follows: PGC1a acetyl inh, S100A4 inh HTS, ERAP1 HTS inh, LGR2 inh, SIRT5 inh, C2C12 statin, Cneo AK release, Xi reactivation
> C[C@H](NC(=O)OCc1ccccc1)C(=O)NNC(=O)[C@H](C)NC(=O)OCc1ccccc1
    -14, -3, -6, 7, 21*, 4, 0, 0.0
> O=C(COc1ccc(Br)cc1)NCC1COc2ccccc2O1 (configuration not stated)
    9, -1, -2, -8, 1, -8, -3, -0.1
> O=C(C[C@@H]1CC[C@H](NS(=O)(=O)c2ccc(F)cc2)[C@@H](CO)O1)N1CCc2ccccc2C1
    -2, 3, -2, 29, -1, -2, 3, -0.2
> C=CCN(CC(=O)Nc1cccnc1)S(=O)(=O)c1ccc(Cl)cc1
    2, 3, 1, ., -2, 4, ., 0.0
> O=C(COC(=O)c1ccccc1-n1cnnn1)c1ccc(F)c(F)c1
    14, -10, 1, -54, -1, 16, -3, 0.1
> CO[C@@H]1CN(C)C(=O)c2ccc(NC(C)=O)cc2OC[C@H](C)N(Cc2ccccc2F)C[C@@H]1C
    4, ., ., -7, ., 2, ., 0.3
> CN(C(=O)COC(=O)CNC(=O)c1ccc(Cl)cc1Cl)c1ccccc1
    ., 1, -2, 14, -1, ., ., 0.2
> CCC(=O)N/N=C/c1ccc(-c2ccc([N+](=O)[O-])cc2)o1
    -10, 4, 1, -19, -3, -8, -2, 0.0
> CCCCn1c(N)c(N(CCC(C)C)C(=O)c2[nH]c(C)c(C(=O)OCC)c2C)c(=O)[nH]c1=O
    ., 0, 2, -4, -4, 3, 38, 0.0
> O=C(CCNS(=O)(=O)c1ccccc1C(F)(F)F)NCC(c1ccco1)N1CCCCC1 (configuration not stated)
    6, -5, -2, 4, -1, ., ., 0.3
> O=C(Nc1ccccc1)c1ccc(-c2ccc(F)cc2)s1
    2, -5, -2, -37, -4, ., ., -0.8
> O=C(C[C@@H]1CC[C@H]2[C@@H](COC[C@@H](O)CN2Cc2cccc(-c3ccncc3)c2)O1)N1CCN(c2ccccc2)CC1
    -3, -21, -1, 0, -2, -13, 0, -0.1
> O=C(c1nc2ccccn2c1CNCCCn1nnc2ccccc21)N1CCOCC1
    6, -8, -1, 0, 0, -1, -1, -0.1
> C[C@H](CO)N1C[C@H](C)[C@@H](CN(C)C(=O)Nc2ccc(C(F)(F)F)cc2)Oc2ccc(N(C)C)cc2C1=O
    -2, -6, -1, ., -7, -99, -1, 0.0
> NCCNC(=O)c1c(NC(=O)c2ccccc2)sc2c1CCCC2
    0, -2, 1, -43, 1, 2, 1, 0.1
> CCC(=O)Nc1ccc(NCc2ccc(-c3ccccc3)cc2)cc1
    -1, -14, -1, 2, -4, 2, -1, 0.0
> Cc1ccc(OCC(=O)c2cc(C)n(CC(F)(F)F)c2C)c([N+](=O)[O-])n1
    -4, -5, 4, ., -1, ., ., 0.0
> COc1cc(OC)c(-c2nc(-c3ccncc3)no2)cc1OC
    8, -9, -1, 5, -2, 3, -3, 0.0
> Cc1ccc(C(=O)C(C)OC(=O)CNC(=O)c2ccc(Br)o2)cc1 (configuration not stated)
    ., 13, 0, -1, -3, ., ., -0.7
> CO[C@@H]1CN(C)C(=O)c2ccc(NS(=O)(=O)c3cn(C)cn3)cc2OC[C@@H](C)N(Cc2cccc(Cl)c2)C[C@H]1C
    -2, 3, 2, -10, ., 13, -1, 0.0
> CCOC(=O)C1(CCc2ccccc2)CCN(C(=O)C2=C(C)OCCO2)CC1
    -1, -3, -4, -9, -4, ., ., 0.0
> Cc1ccnc(NC(=O)CNC(=O)COc2ccccc2)c1
    ., 1, 2, -68, 1, 4, -1, -0.3
> CC(C)(Oc1ccc(Cl)cc1)C(=O)NCc1ccc(S(N)(=O)=O)cc1
    5, -3, 4, 2, -4, ., ., 0.0
> O=C(CN1C(=O)/C(=C\c2cccs2)SC1=S)Nc1cccc(C(=O)O)c1
    11, -3, ., 7, -4, ., 2, 0.0
> O=Cc1cccn1Cc1ccc(Cl)cc1Cl
    -1, ., ., 16, ., 21, 6, .
> C[C@H](CO)N1C[C@H](C)[C@H](CN(C)C(=O)C2CC2)Oc2cc(-c3ccc(F)cc3)ccc2S1(=O)=O
    -12, ., ., 8, ., 15, ., -0.7
> COc1cc(OC)c(OC)cc1CN1CCCC(C(=O)c2ccccc2SC)C1 (configuration not stated)
    ., 1, -3, 13, -1, ., ., 0.6
> COc1ccc(NC(=O)C2CCCN(S(=O)(=O)c3ccc4c(c3)oc(=O)n4C)C2)c(OC)c1 (configuration not stated)
    -10, -16, 3, 5, 0, 0, 0, 0.1
> CC(C)NC(=O)C1(C)Cc2c(-c3cccc(C(N)=O)c3)ccnc2O1 (configuration not stated)
    -6, -4, -2, -5, ., 5, -5, 0.0
> NC(=O)C(c1ccccc1)c1ccc(C(=O)c2ccccc2)cc1 (configuration not stated)
    4, 5, 2, 5, -2, -5, 0, 0.0

Full records from above:
Entry for CC(C)NC(=O)C1(C)Cc2c(-c3cccc(C(N)=O)c3)ccnc2O1 (configuration not stated) = PGC1a acetyl inh = -6; S100A4 inh HTS = -4; ERAP1 HTS inh = -2; LGR2 inh = -5; SIRT5 inh = .; C2C12 statin = 5; Cneo AK release = -5; Xi reactivation = 0.0
Entry for COc1ccc(NC(=O)C2CCCN(S(=O)(=O)c3ccc4c(c3)oc(=O)n4C)C2)c(OC)c1 (configuration not stated) = PGC1a acetyl inh = -10; S100A4 inh HTS = -16; ERAP1 HTS inh = 3; LGR2 inh = 5; SIRT5 inh = 0; C2C12 statin = 0; Cneo AK release = 0; Xi reactivation = 0.1

Next part:
Values run as follows: PGC1a acetyl inh, S100A4 inh HTS, ERAP1 HTS inh, LGR2 inh, SIRT5 inh, C2C12 statin, Cneo AK release, Xi reactivation
> CCc1ccccc1NC(=O)CN(C)C(=O)c1cccc(S(=O)(=O)N2CCCCCC2)c1
    -8, 4, 1, 13, -3, 2, 1, 0.1
> Cc1noc(C)c1NC(=O)N(C)C[C@H]1Oc2ccc(NC(=O)C3CCCCC3)cc2CC(=O)N([C@H](C)CO)C[C@@H]1C
    -13, 9, 0, -28, -2, -3, 3, 0.4
> Cc1cc(C)c2cc(C(=O)N3CCC(N4CCCCC4)CC3)[nH]c2c1
    0, -10, 1, -3, -3, -3, 2, 0.7
> C=Cc1ccc(Cn2c(C)c(C(=O)NCc3ccccc3C(F)(F)F)sc2=O)cc1
    ., -2, ., -11, ., 26, 1, 0.1
> O=C(C[C@@H]1C=C[C@H](NC(=O)Cc2cccnc2)[C@@H](CO)O1)Nc1ccc(-c2ccccc2)cc1
    -3, 7, 2, 1, 0, ., ., -0.1
> CCOc1ccccc1/C=N/Nc1ccnc(=O)[nH]1
    -28, -8, -3, -11, 1, -6, 3, 0.1
> CC/C(O)=C1\C(=O)CCCC1=NCc1nc2ccccc2[nH]1
    -4, 1, -3, 8, 0, 0, 0, 0.0
> COc1ccc(-c2nc3nc(C)cc(=O)n3[nH]2)cc1
    -5, -7, -1, 7, ., -2, -3, .
> CN(CC(=O)Nc1ccc(F)cc1)C(=O)CN1C(=O)c2ccccc2C1=O
    12, 0, 1, 8, -1, 14, 0, -0.1
> CCS(=O)(=O)N1CCCCN2[C@H](CO)[C@@H](c3ccc(C#Cc4ccccn4)cc3)[C@@H]2C1
    2, 5, -1, -6, 4, 2, -1, 0.1
> Cc1csc(NC(=O)c2ccc3ccccc3n2)n1
    6, -6, -1, -112, -6, 7, -2, 0.0
> CC(=O)c1ccc(NC(=O)C2C3C=CC(O3)C2C(=O)O)cc1 (configuration not stated)
    -1, -3, 0, -10, -1, -4, -1, 0.0
> O=C(CCCOc1cccc(Br)c1)NC1CCC(O)CC1 (configuration not stated)
    3, 4, 2, -2, -2, -11, 2, 0.1
> COc1ccc(CNC(=O)CN2C(=O)CSc3ccc(S(=O)(=O)N4CCOCC4)cc32)c(OC)c1
    5, -2, 1, 3, -4, -23, 6, 0.0
> O=C(NCCc1ccccc1)c1cc(-c2ccncc2)nc2ccc(S(=O)(=O)N3CCOCC3)cc12
    -11, -3, 0, 9, -4, -31, 13, 0.0

Of the compounds above, two contain two or more sulfur atoms:
Values run as follows: PGC1a acetyl inh, S100A4 inh HTS, ERAP1 HTS inh, LGR2 inh, SIRT5 inh, C2C12 statin, Cneo AK release, Xi reactivation
> O=C(CN1C(=O)/C(=C\c2cccs2)SC1=S)Nc1cccc(C(=O)O)c1
    11, -3, ., 7, -4, ., 2, 0.0
> COc1ccc(CNC(=O)CN2C(=O)CSc3ccc(S(=O)(=O)N4CCOCC4)cc32)c(OC)c1
    5, -2, 1, 3, -4, -23, 6, 0.0

The results go on.
Values run as follows: PGC1a acetyl inh, S100A4 inh HTS, ERAP1 HTS inh, LGR2 inh, SIRT5 inh, C2C12 statin, Cneo AK release, Xi reactivation
> O=C(C[C@H]1C=C[C@@H](NC(=O)CC2CC2)[C@H](CO)O1)NCc1ccccc1
    ., 19, 0, -7, -7, ., ., -0.5
> O=C(CCC1CCN(C(=O)C2CC=CCC2)CC1)Nc1ccccc1 (configuration not stated)
    29, -7, 0, 9, ., -2, 0, 0.2
> CC1CC(C)CN(CC(O)COCc2ccccc2)C1 (configuration not stated)
    -1, -4, -6, -12, 0, 2, -5, -0.1
> O=P(NCc1ccccc1)(OCc1ccccc1)OCc1ccccc1
    ., -10, -1, 8, -2, ., ., 0.1
> CN1CCN(C(=O)C2CCN(c3ncnc4c3nc3n4CCCCC3)CC2)CC1
    ., -1, -4, 17, -4, 3, 6, 0.1
> Cc1cn(C2CC(OC(=O)C(C)C)C(CO)O2)c(=O)[nH]c1=O (configuration not stated)
    3, 1, -2, -9, -1, -6, 0, 0.4
> COc1cc(C(=O)NCc2nnc(SCC(=O)NC3CCCCC3)o2)cc(OC)c1OC
    0, -1, -3, 7, -4, -9, 0, 0.0
> CCNC(=O)[C@H]1[C@H](CO)[C@H]2Cn3c(ccc(-c4ccccc4)c3=O)[C@@H]1N2Cc1cccnc1
    ., -2, 0, 9, -28, 3, -1, 0.4
> CCCCc1noc(-c2c(-c3ccccc3Cl)noc2C)n1
    -10, -1, -4, -1, -2, ., ., 0.2
> O=C(NCc1ccccc1Br)c1ccncc1
    4, -2, -5, 6, 1, ., -2, 0.2
> O=C(c1ccc(F)cc1)N1CCOCC1
    ., -3, -1, -7, 22*, 4, -2, 0.2
> C/C(O)=C(/N=O)C(=O)Nc1ccccc1
    -18, 2, -2, 8, -1, 23, 1, .
> COc1ccc(C2CC2/C(C)=N/OC(=O)C2CC2)cc1 (configuration not stated)
    -2, -10, -4, -17, -4, -4, 1, 0.0
> CC(=N)c1c(O)cc(C)oc1=O
    2, 8, -4, -8, 0, -4, -4, 0.0
> C[C@@H]1CN([C@@H](C)CO)C(=O)c2cccc(NS(=O)(=O)c3ccc(F)cc3)c2O[C@@H]1CN(C)Cc1ccc(-c2ccccc2)cc1
    -9, -22, -2, 16, 12, -9, 31, -0.8

A different layout for some results above.
O=Cc1cccn1Cc1ccc(Cl)cc1Cl
  PGC1a acetyl inh = -1; S100A4 inh HTS = .; ERAP1 HTS inh = .; LGR2 inh = 16; SIRT5 inh = .; C2C12 statin = 21; Cneo AK release = 6; Xi reactivation = .

C[C@H](CO)N1C[C@H](C)[C@H](CN(C)C(=O)C2CC2)Oc2cc(-c3ccc(F)cc3)ccc2S1(=O)=O
  PGC1a acetyl inh = -12; S100A4 inh HTS = .; ERAP1 HTS inh = .; LGR2 inh = 8; SIRT5 inh = .; C2C12 statin = 15; Cneo AK release = .; Xi reactivation = -0.7
